Compound activity: PubChem, School of Medicine, Indiana University
FECH block: human FECH heme synthesis enzyme inhibition | AID 1671448 | 20,000 compounds, 3.3% hits | calls only at 10 µM (by protocol) | purified FECH, Ni-mesoporphyrin absorbance 550 nm;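 active = enzyme reaction rate more than 3 SD below the solvent-only control wells on the same plate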;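 also: lower slope than DMSO wells means FECH inhibition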
Target sequence (P22830 whole entry, looked up): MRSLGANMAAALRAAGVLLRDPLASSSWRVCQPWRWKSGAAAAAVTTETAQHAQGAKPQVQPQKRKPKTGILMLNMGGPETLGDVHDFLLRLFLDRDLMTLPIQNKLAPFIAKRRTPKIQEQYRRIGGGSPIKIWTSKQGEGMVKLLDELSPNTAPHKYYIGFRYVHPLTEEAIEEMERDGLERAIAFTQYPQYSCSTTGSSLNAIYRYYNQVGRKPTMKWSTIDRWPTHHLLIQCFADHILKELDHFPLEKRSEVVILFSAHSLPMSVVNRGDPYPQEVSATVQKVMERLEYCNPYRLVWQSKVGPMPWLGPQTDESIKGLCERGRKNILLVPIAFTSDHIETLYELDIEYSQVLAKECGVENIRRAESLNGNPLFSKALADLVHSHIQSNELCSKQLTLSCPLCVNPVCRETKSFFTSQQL
Calls only; i = inactive; + = active, no number.

canonical_smiles,FECH block
CCn1c(C2CCCN(Cc3coc(-c4ccccc4)n3)C2)nn(C)c1=O (stereo not given),i
Cc1cc(NC(=O)CC2CCCCC2)n(-c2ncnc3c2cnn3-c2cccc(Cl)c2)n1,i
CCN(CC)CCn1cc(-c2cccc(O)c2)nn1,i
CCCc1ccc(S(=O)(=O)N2CCN(c3cc(-c4cccc(OC)c4)ncn3)CC2)cc1,i
CCc1nc(C)ccc1OCC(=O)N1C[C@@H]2[C@@H]3CC[C@@H](C3)[C@@H]2C1,i
COc1ccc(-n2ccnc2[C@@H]2C[C@H](NC(C)=O)C[C@H](CC(C)C)O2)cc1,i
CC(=O)Nc1c2n(c3ccc(F)cc13)CC(C)(C(=O)NC1CCCCC1)N(C(C)C)C2=O (stereo not given),i
Cc1ccc(-n2c(CN3CCN(S(=O)(=O)c4ccc(F)cc4)CC3)nc3cccnc32)cc1,i
Cc1cc(CNC(=O)c2cc3ncccn3n2)c2[nH]c(C)c(C)c2c1,i
CCn1cnnc1CN(C)Cc1nc(-c2cc(OC)ccc2F)oc1C,i
Cc1ccc(C(=O)N2CCN(S(=O)(=O)c3cc4c5c(c3)CCN5C(=O)CC4)CC2)cc1C,i
Cc1ccc(NCc2cc(=O)n3[nH]c(-c4ccc(C(C)(C)C)cc4)nc3n2)cc1Cl,i
O=C1Nc2ccccc2C12CCCN(c1noc(-c3ccccc3)n1)C2 (stereo not given),i
Cc1noc(C)c1CN(C)Cc1ccc(C2CCCO2)s1 (stereo not given),i
COC(=O)c1ccccc1NC(=O)c1nc2ccccc2n(C)c1=O,i
Cc1cc(C)c(S(=O)(=O)NCc2nc3cccnc3n2C2CC2)cc1C,i
COc1ccc(Nc2cc(C)nc3nc(-c4cccnc4)nn23)cc1,i
Cc1c(CN(C)Cc2cc(=O)c3ccccc3[nH]2)cnn1C,i
CNC(=O)CC1CCN(C2CCCNC2)CC1 (stereo not given),i
Cc1ccc2[nH]c(CN(Cc3ccccn3)CC3CCCO3)nc2c1C (stereo not given),i
CN1CCN(C(=O)C2CCC(O)CC2)CC1C(=O)O (stereo not given),i
CCOc1ccc(N(Cc2nc3nc(C)cc(C)n3n2)C(=O)c2ccccc2F)cc1,i
CCc1ccccc1NC(=O)CN1C(=O)CC(c2ccccc2)=Nc2ccccc21,i
O=C(c1cn[nH]n1)N1CCc2[nH]nc(C3CCC3)c2C1,i
CCN(CC)c1ncc(NS(=O)(=O)c2ccc(OC)c(OC)c2)cc1C(=O)O,i
COc1ccc(-n2cnnc2CCN)cc1,i
CC1=CC[C@@H]2CN(Cc3ccc(CN(C)S(C)(=O)=O)o3)C[C@@H]2C1,i
Nc1ccc(C(=O)N2CC[C@@H](c3ccc4c(c3)OCO4)[C@H](O)C2)cn1,i
Cc1ccccc1C1(O)CCN(Cc2cn[nH]c2C(=O)O)C1 (stereo not given),i
CCCN(Cc1cccnc1)C(=O)c1cccc(Oc2ncccn2)c1,i
O=C(CCN1CCC(C(O)c2cccs2)CC1)N1CCc2ccccc2C1 (stereo not given),i
O=S(=O)(NCc1nc2cccnc2n1Cc1ccc(F)cc1)c1ccc(Cl)s1,i
COc1ccc(Nc2c(-c3ccc4c(c3)CCCC4)c(=O)c2=O)cc1,i
CCN(CC)CCCNC(=O)CN1C(=O)C2CCCCN2c2ccc(C(=O)N(C)C)cc21 (stereo not given),i
CCC(C)Nc1nc(Nc2ccc(F)cc2)c2cnn(-c3ccccc3)c2n1 (stereo not given),i
CCOc1ccc(CCNC(=O)CN2C(=O)C=C(CC(=O)OC)Nc3ccccc32)cc1OCC,i
Fc1ccc(Nc2nc(N3CCCCC3)nc3c2cnn3-c2ccccc2)cc1,i
CCOC(=O)c1coc(N2C[C@H](O)[C@@H](N3CCOCC3)C2)n1,i
Cc1ccc(N(Cc2nc3nc(C)c(Cl)c(C)n3n2)C(=O)c2ccccc2C)cc1,i
CCCc1nc2nc[nH]n2c(=O)c1NC(=O)Nc1ccc(C)c(F)c1,i
Cc1cccc(-c2ccc(C(=O)N3CCCC3)cn2)c1C,i
Cc1cc(Br)ccc1NC(=O)Cc1csc(NC(=O)Nc2cccc(Cl)c2)n1,i
COc1ccc(C(=O)NCCC2CN(C)CCO2)c(OC)n1 (stereo not given),i
Cc1ccc(CNC(=O)c2[nH]cnc2C(=O)NC(C)C)o1,i
O=C1CN(CC(=O)N2CCC(c3cc(Cc4ccccc4)[nH]n3)CC2)C(=O)N1,i
Cc1ccc(Nc2cc(C)nc(N3CCN(S(=O)(=O)c4ccc(Br)cc4)CC3)n2)cc1,i
CNC(=O)[C@@H]1C[C@@H](N)CN1C(=O)c1cc(OC)nc2ccccc12,i
CCn1c(=O)n(-c2ccc(C)c(C)c2)c2nc(-c3ccc(Cl)cc3)nc(C(N)=O)c21,i
CCCc1c(C)nc2ncnn2c1Sc1ccccc1NC(=O)c1cccc(Cl)c1,i
Cc1cnc(Cn2cnc3c(C)cccc3c2=O)[nH]1,i
Cc1ccc(NCc2cc(=O)n3[nH]c(-c4ccccc4C)nc3n2)cc1Cl,i
CCN(CC)C(=O)C1CCCN(c2ncnc3c2nc2n3CCCCC2)C1 (stereo not given),i
Cc1cc(Nc2ccccc2)nc(Nc2ccc(NC(=O)CCCc3ccccc3)cc2)n1,i
Cc1cc(CC(C)Nc2nccc(C3CCCC3)n2)n[nH]1 (stereo not given),i
Cc1cc(N2CCCC2)nc(Nc2ccc(NC(=O)c3ccccc3)cc2)n1,i
CCCC(=O)Nc1ccc(Sc2c(CC)c(C)nc3ncnn23)cc1,i
O=C(O)c1cnc(N2CC[C@@H](N3CCCCCC3)[C@H](O)C2)c(Cl)c1,i
CSCC[C@@H](CO)n1ccnc1-c1oc2ccccc2c1C,i
CCOc1ccc(-c2nc(SCC(=O)Nc3cc(OC)ccc3OC)n3[nH]c(=O)cc3n2)cc1,i
Cn1ncc2c(NCc3n[nH]c4c3CCC4)nc(C3CCCC3)nc21,i

Exported as labelled records: entries from further up
Cc1cc(Nc2ccccc2)nc(Nc2ccc(NC(=O)CCCc3ccccc3)cc2)n1
  FECH block: i

Cc1cc(CC(C)Nc2nccc(C3CCCC3)n2)n[nH]1 (stereo not given)
  FECH block: i

Cc1cc(N2CCCC2)nc(Nc2ccc(NC(=O)c3ccccc3)cc2)n1
  FECH block: i

CCCC(=O)Nc1ccc(Sc2c(CC)c(C)nc3ncnn23)cc1
  FECH block: i

Carrying on.
compound	FECH block
CC(C)c1nc(CNC(=O)Cc2csc(-c3ccccc3)n2)no1	i
O=C(c1ccc[nH]c1=O)N1CCc2[nH]nc(C(c3ccccc3)c3ccccc3)c2C1	i
CCOc1cccc(-c2c(NCc3ccccc3)oc3c2c(=O)n(C)c(=O)n3C)c1	i
COc1cccc(C(=O)NCCC(=O)Nc2cnc3n2CCCC3)c1	i
Cn1cnnc1CCNC(=O)CSCc1ccccc1Cl	i
O=C(NCc1ccc(F)cc1)c1nc(N2CCCC2)c2oc3ccccc3c2n1	i
c1cc(-c2ccc(CN3CCC(c4nnc5n4CCCCC5)CC3)o2)[nH]n1	i
Cc1ccc(NC(=O)CN2c3ccc(Br)cc3-c3ccccc3S2(=O)=O)cc1C	+
CCOC(=O)Cn1c(=O)c2cnc(-c3ccc(Cl)cc3)nc2n(CC)c1=O	i
Cc1cc(C)cc(Nc2nc(NCCCO)nc3c2cnn3-c2ccccc2)c1	i
O=C(NCc1cn2cccnc2n1)c1cn(CCCc2ccccc2)nn1	i
CCc1cc(=O)[nH]c(SCc2nc(-c3ccccc3OC)oc2C)n1	i
CC1CNC(=O)CCN1Cc1cnc(-c2cccc3ccccc23)nc1 (stereo not given)	i
CC1=C(C(=O)NC(C)CCc2ccccc2)C2(CCN(S(C)(=O)=O)CC2)OC1=O (stereo not given)	i
Cc1cccc(OCCN2CCCCC2CO)c1C (stereo not given)	+
CC(=O)c1cccc(-c2ccc(F)cn2)c1	i
CNc1ncc(CN(C)C(=O)c2cccc(Cn3cccn3)c2)cn1	i
Cc1cc2ccccc2n1CCC(=O)NCc1cncn1CC(C)C	i
COc1cc2c(cc1CN1CC(c3ccncc3)C1)OCO2	i
Cc1ccc(NC(=O)Cn2c(=O)n(CC3CCC(C(=O)NC(C)C)CC3)c(=O)c3sccc32)cc1 (stereo not given)	i
Cc1ccc(NC(=O)c2ccc(Br)cc2)cc1OCc1cc(=O)n2cccc(C)c2n1	i
COc1ccc(-n2c(CN3CCN(S(=O)(=O)c4ccc5c(c4)CCCC5)CC3)nc3cccnc32)cc1	i
O=C(Nc1nc2n(n1)C(c1ccc(Cl)cc1)C=C(c1ccc(Cl)cc1)N2)c1cccs1 (stereo not given)	i
COc1ccc(Nc2ncnc3sc(C)c(S(=O)(=O)N4CCCCC4)c23)c(OC)c1	i
CCCNC(=O)C1CCN(c2ncnc3c2nc2n3CCCCC2)CC1	i
Cc1cc(N(C)C)nc(Nc2ccc(NC(=O)CCc3ccccc3)cc2)n1	i
O=C(c1cc(Cl)ccc1Cl)N1CCN(S(=O)(=O)c2cc3c4c(c2)CCN4C(=O)CC3)CC1	i
CC(C)c1cc(C2CCN(C(=O)CCN3CCCCO3)CC2)[nH]n1	i
C1CCC(c2nc(CNC3CSCCSC3)no2)C1	i
O=C(CSCc1ccccc1Cl)N1CCN(c2cnccn2)CC1	i
CCCc1cc(Sc2ccc(NC(=O)Nc3ccc(Br)c(C)c3)cc2)n2ncnc2n1	i
Cc1cncc(C(=O)NCCc2nnc3n2CCNCC3)c1	i
Cc1ccc(C(=O)N(Cc2ccccc2)Cc2nc3nc(C)cc(C)n3n2)cc1	i
CCCN(Cc1ccc(SC)cc1)Cc1cc(C)nn1C	i
O=C(CCC(=O)N1CCc2cc(S(=O)(=O)N3CCCCCC3)ccc21)N1CCCCCC1	i
CN1CC2(CCN(C(=O)c3ccc4c(c3)CCO4)CC2)CC1C(=O)O (stereo not given)	i

By substructure, the entries above with a thiophene ring, fused or not (six)
compound	FECH block
Cc1noc(C)c1CN(C)Cc1ccc(C2CCCO2)s1 (stereo not given)	i
O=C(CCN1CCC(C(O)c2cccs2)CC1)N1CCc2ccccc2C1 (stereo not given)	i
O=S(=O)(NCc1nc2cccnc2n1Cc1ccc(F)cc1)c1ccc(Cl)s1	i
Cc1ccc(NC(=O)Cn2c(=O)n(CC3CCC(C(=O)NC(C)C)CC3)c(=O)c3sccc32)cc1 (stereo not given)	i
O=C(Nc1nc2n(n1)C(c1ccc(Cl)cc1)C=C(c1ccc(Cl)cc1)N2)c1cccs1 (stereo not given)	i
COc1ccc(Nc2ncnc3sc(C)c(S(=O)(=O)N4CCCCC4)c23)c(OC)c1	i

The main list resumes with the two entries that preceded the break.
compound	FECH block
O=C(CCC(=O)N1CCc2cc(S(=O)(=O)N3CCCCCC3)ccc21)N1CCCCCC1	i
CN1CC2(CCN(C(=O)c3ccc4c(c3)CCO4)CC2)CC1C(=O)O (stereo not given)	i
CC(=O)Nc1ccc(-c2nccn2CCCN(C)C)cc1	i
Cc1ccc(N2C(=O)CCS2(=O)=O)cc1S(=O)(=O)Nc1ccc(C(C)(C)C)cc1	i
CC(C)CN1CCC(N2CCN(c3cc(N)nc(N)n3)CC2)CC1	i
NC1CCC([C@H]2CC(=O)Nc3n[nH]c(-c4cccs4)c32)CC1 (stereo not given in full)	i
CN(C)c1nc(Nc2ccc3c(c2)OCO3)c2cnn(-c3ccccc3)c2n1	i
CC(=O)Nc1ccc(C)cc1S(=O)(=O)NCCn1c(C(F)(F)F)nc2cccnc21	i
COc1ccc(C(=O)Nc2nc3n(n2)C(c2ccccc2)C=C(c2ccccc2)N3)cc1OC (stereo not given)	+
CC(C)C(=O)Nc1nc2n(n1)C(c1c(F)cccc1Cl)C=C(c1ccccc1)N2 (stereo not given)	+
CCNC(=O)[C@@H]1C[C@@H](N)CN1C(=O)c1ccc(-c2ccccc2)[nH]1	i
CCC1=C(c2ccc(OC)cc2)S(=O)(=O)N(CC(=O)Nc2ccc(OC)cc2OC)C1=O	i
O=S(=O)(c1ccc(Br)cc1)N1CCN(c2cc(-c3cccc(F)c3)ncn2)CC1	i
CC(CCN1CCCN(C(=O)C2CCC2)CC1)c1ccccc1 (stereo not given)	i
Cc1cccc(-c2c(-c3ccccc3)ncn2CCCN2CCNC(=O)C2)c1	i
c1ccc(-n2nnnc2-c2cccc3[nH]ccc23)cc1	i
CCn1nc(C)c(NC(=O)CN(C)Cc2nnc(-c3ccccc3)o2)c1C	i
Cc1ccc(NC2(C(=O)NCc3c(C)n[nH]c3C)CCCC2)cc1	i
CC(C)NC(=O)NCC1CCCN(Cc2ccccc2F)C1 (stereo not given)	i
O=C1CN(Cc2ccccc2)S(=O)(=O)c2ccccc2N1Cc1ccccc1	i
CC(CN1CCc2ccccc2C1)NC(=O)CS(C)(=O)=O (stereo not given)	i
COc1cccc(Cn2c(CNC(=O)c3cccc(Cl)c3)nc3cccnc32)c1	i
CN1CCCn2nc(C(=O)NC3COC4(CCCC4)C3)cc2C1 (stereo not given)	i
CC(CNc1nc(-c2ccccc2)nc2c1CCNC2)Oc1cccnc1 (stereo not given)	i
Cc1cc(NC(=O)c2cc3ccccc3o2)n(-c2ncnc3c2cnn3-c2ccc(Cl)cc2)n1	i
C[C@]12CC3CC(C(=O)N[C@H]4COC[C@@H]4N4CCOCC4)(C1)C[C@@](C)(C3)C2	i
Cc1ccc(C2=CC(c3ccc(F)cc3)n3nc(NC(=O)c4ccccc4F)nc3N2)cc1 (stereo not given)	i
CCc1ccccc1NC(=O)N1CCN(c2cc(-c3cccc(C)c3)ncn2)CC1	i
CCC(CC)n1nc(C)cc1NC(=O)C1(C)CC(C)=NO1 (stereo not given)	i
CCN1C(=O)c2ccccc2Sc2cc(-c3noc(CNC(=O)c4cccs4)n3)ccc21	i
CCOC(=O)c1ccccc1NC(=O)N1CCN(Cc2nc3cccnc3n2-c2cc(C)cc(C)c2)CC1	i
COc1ccc2c(c1)CC(NCCSc1ncn[nH]1)CC2 (stereo not given)	i
Cc1ccc(OCC(=O)N2CCC3(CC2)N=C(c2ccccc2)NC3=O)cc1	i
CCCN(CCC)c1ncc(NS(=O)(=O)c2c(C)cc(C)cc2C)cc1C(=O)O	i
c1ccc(-c2ncn(CCCOc3cccnc3)c2-c2ncc[nH]2)cc1	i

Some of the compounds tested, so the mix of outcomes need not match the whole.
